Assay outcomes from PubChem.
aGlu spleen mod – qHTS Assay for Inhibitors and Activators of Human alpha-Glucosidase From Spleen Homogenate | Lysosomal alpha-glucosidase (Homo sapiens), P10253 | human spleen homogenate, 4-MU-alpha-glucoside fluorescence | Potency, µM (highest dose often 79.9 µM), without a hit: at the highest dose activity change, negative = inhibition, actives largely listed as inhibitors | 240,000 tested, 0.006% active | AID 2112, 2009;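 note: 0% = enzyme with vehicle and -100% = no enzyme basal signal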
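Human spleen homogenate (1 ug) incubated with compounds and 1 mM 4-methylumbelliferyl-alpha-D-glucopyranoside in pH 5.0 citrate/phosphate buffer, 37 C, 40 min. Stopped at pH 10; 4-MU fluorescence (Ex 365/Em 440 nm); AC50 by Hill fit.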
RECQ1 inh – qHTS Assay for Inhibitors of RecQ-Like Dna Helicase 1 (RECQ1); 240,000 tested, 0.54% active; RECQ1 DNA unwinding, red fluorescence kinetic read; Potency, µM (doses to about 57.3 µM), without a hit: at the top dose activity, negative = inhibition, hits mostly inhibitors;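 note: plate controls were vehicle for no effect and no enzyme for full effect; nearly all actives have a fitted effect of over 30% in size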
Target sequence (P46063 whole entry, looked up): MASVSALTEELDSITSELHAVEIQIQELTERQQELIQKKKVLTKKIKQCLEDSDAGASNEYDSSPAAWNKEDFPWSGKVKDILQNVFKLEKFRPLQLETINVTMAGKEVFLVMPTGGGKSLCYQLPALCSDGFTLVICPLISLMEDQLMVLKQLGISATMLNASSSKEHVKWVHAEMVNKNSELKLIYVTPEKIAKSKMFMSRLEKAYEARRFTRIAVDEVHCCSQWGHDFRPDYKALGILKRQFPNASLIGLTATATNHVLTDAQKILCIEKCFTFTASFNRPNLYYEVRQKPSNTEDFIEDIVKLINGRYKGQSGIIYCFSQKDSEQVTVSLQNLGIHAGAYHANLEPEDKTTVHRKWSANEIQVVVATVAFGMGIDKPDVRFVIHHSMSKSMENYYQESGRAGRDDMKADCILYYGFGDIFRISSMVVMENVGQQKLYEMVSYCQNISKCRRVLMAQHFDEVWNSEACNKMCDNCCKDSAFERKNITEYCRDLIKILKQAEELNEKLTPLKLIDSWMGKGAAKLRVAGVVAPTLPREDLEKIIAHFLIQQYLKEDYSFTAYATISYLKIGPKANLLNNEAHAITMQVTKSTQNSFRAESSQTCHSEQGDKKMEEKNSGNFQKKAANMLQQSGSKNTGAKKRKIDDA
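50 nM RECQ1T1 preincubated 15 min with compound in Tris pH 8.0 buffer with MgCl2, DTT, Tween-20 and 2.5 ug/ml poly(dI-dC); started with 200 nM TAMRA/BHQ-2 forked duplex and 2 mM ATP. Unwinding read as fluorescence (525/598 nm), two reads 2 h apart.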
L3MBTL1 inh – qHTS Assay for the Inhibitors of L3MBTL1 | Lethal(3)malignant brain tumor-like protein 1 (Homo sapiens), Q9Y468 | AlphaScreen L3MBTL1–H3K9me1 peptide binding | Potency, µM (titrated, usually from 57.1 µM), inactives show top-dose activity, negative = inhibition, actives largely listed as inhibitors | 230,000 tested, 0.66% active | AID 485360, 2010; note: nearly all actives have a fitted effect of over 60% in size
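First, the protein-peptide complex forms for 30 min at room temperature (L3MBTL1 50 nM, biotinylated H3K9me1 peptide 75 nM). Next, compounds are pin-transferred and incubated 30 min. Finally, AlphaScreen beads are added and read after 30 min.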
GAA glycogen mod – qHTS Assay for Inhibitors and Activators of Human alpha-Glucosidase Cleavage of Glycogen; 300,000 tested, 0.38% active; Potency, µM (doses to about 76.4 µM), inactives show top-dose activity change, negative = inhibition, most hits filed as inhibitors; recombinant GAA, glycogen substrate, Amplex Red glucose oxidase fluorescence;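 note: 0% = full enzyme reaction and -100% = no-enzyme basal signal; the screen sought inhibitors and activators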
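Recombinant human alpha-glucosidase (4 nM final) hydrolysed bovine liver glycogen (30 ug) for 40 min at 37 C in pH 5.0 citrate/phosphate with 0.01% Tween-20. Released glucose detected by glucose oxidase/Amplex Red, Ex 573/Em 610 nm. Compounds up to 77 uM; AC50 from Hill fits.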
GAA inhib – qHTS Assay for Inhibitors of Human alpha-Glucosidase as a Potential Chaperone Treatment of Pompe Disease; purified human GAA, 4-MU-alpha-glucoside fluorescence; Potency, µM (titrated, usually from 76.9 µM), for inactives: top-dose activity change, negative = inhibition, actives largely listed as inhibitors; 200,000 tested, 0.005% active;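 note: plate controls were uninhibited enzyme wells for no effect and no-enzyme background for full effect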
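Fluorogenic assay: 4 nM human alpha-glucosidase with 400 uM 4-methylumbelliferyl-alpha-D-pyranoside in 50 mM citrate/phosphate, 0.005% Tween-20, pH 5.0, 20 min at room temperature. Compounds tested up to 77 uM; AC50 from Hill fits.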
RGS12 GoLoco inh – qHTS Assay for Inhibitors of RGS12 GoLoco Motif Activity (Red Fluorophore); Guanine nucleotide-binding protein G(i) subunit alpha-1 (Homo sapiens), P63096; Gai1:RGS12 GoLoco peptide FP, rhodamine, 10 min; Potency, µM (titrated, usually from 61.6 µM), for inactives: top-dose activity, negative = inhibition, most hits filed as inhibitors; 230,000 tested, 0.44% active; active = well fitted inhibition curve with a large enough effect, not every such curve was filed as active; inactive = no such curve, though single readings can be large or run the other way; note: nearly all actives have a fitted effect of over 30% in size; many of its hits are not listed in these tables
Target sequence (P63096 whole entry, looked up): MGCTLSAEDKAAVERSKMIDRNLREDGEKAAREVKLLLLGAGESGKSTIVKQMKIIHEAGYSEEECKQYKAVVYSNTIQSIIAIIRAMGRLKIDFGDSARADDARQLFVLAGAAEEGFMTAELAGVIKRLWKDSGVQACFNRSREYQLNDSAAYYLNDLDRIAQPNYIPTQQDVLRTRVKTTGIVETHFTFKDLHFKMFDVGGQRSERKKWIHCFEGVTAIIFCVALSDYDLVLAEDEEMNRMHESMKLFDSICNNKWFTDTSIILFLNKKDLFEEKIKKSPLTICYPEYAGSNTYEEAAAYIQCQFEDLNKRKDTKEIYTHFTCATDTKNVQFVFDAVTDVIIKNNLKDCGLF
TexasRed fluor – Total Fluorescence Counterscreen for Inhibitors of the Interaction of Thyroid Hormone Receptor and Steroid Receptor Coregulator 2; TRb/SRC2 Texas Red total fluorescence interference; Potency, µM (series often up to 106 µM), for the others: top-dose fluorescence change, negative = quenching; 280,000 tested, 0.29% active; AID 1479, 2009; active = well fitted curve in either direction with a large enough effect; inconclusive = small, poorly fitted or top-dose-only effect
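Flags fluorescent or light-absorbing compounds by total fluorescence, S + 2P, at 555 nm excitation and 632 nm emission. Mixture: 20 nM Texas Red SRC2 peptide, 0.6 uM human TRb LBD, 1 uM T3, 5% DMSO; compound exposure 5 h at ambient temperature.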
TRb-SRC2 inh – qHTS for Inhibitors of the Interaction of Thyroid Hormone Receptor and Steroid Receptor Coregulator 2 | 280,000 tested, 0.065% active | Potency, µM (doses to about 106 µM), for the others: at the top dose activity change, negative = inhibition, most hits filed as inhibitors | AID 1469, 2008 | TRbeta-SRC2 peptide binding, fluorescence polarization; receptor liganded with 1 µM T3;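 note: plate controls were bound peptide for no effect and peptide without receptor for full effect; nearly all actives have a fitted effect of over 50% in size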
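Human TRb ligand-binding domain (0.6 uM) is mixed with 20 nM Texas Red SRC2 peptide and 1 uM T3; after compound addition and 5 hr at ambient temperature, polarization is measured and normalized to unbound and bound controls.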
An asterisk follows results filed as active; i = inactive; ? = inconclusive; nt = no result given; & = joins results of further samples; [ ] = dose if it differs, or a comment. Unless noted, calls come from the whole dose curve; as a rule, active = well fitted curve in the direction sought with a large enough effect; inconclusive = small, poorly fitted or top-dose-only effect, or another doubt; inactive = no such curve, though single readings can be large; an effect the other way counts as inactive or inconclusive. Unless noted, % is set by controls: 0 for no effect and ±100 for the full control effect; potency is the fitted concentration of half-maximal effect. Not all compounds are listed; rates above refer to the full screens.

Molecule,aGlu spleen mod,RECQ1 inh,L3MBTL1 inh,GAA glycogen mod,GAA inhib,RGS12 GoLoco inh,TexasRed fluor,TRb-SRC2 inh
Cc1cc(NC(=O)CSc2nnc(CNc3cccc(C(F)(F)F)c3)n2Cc2ccco2)no1,2%,-2%,-4%,-16%,-6%,4%,-2%,-2%
O=C1CN(/N=C/c2ccc([N+](=O)[O-])o2)C(=O)N1,-8%&-14%&3%,-8%&-10%&-4%,4%,1%,5%[15.4 µM],3%&3%&7%,-7%&1%&-2%,-6%&0%&0%
COc1cccc(C(=O)Oc2cc(N)n(S(=O)(=O)c3ccc(C)cc3)n2)c1OC,-8%,-2%,6%,-5%,4%,-2%,3%,-1%
O=C(Nc1cccnc1)OC1CCCCC1,nt,-3%,2%,-15%,-1%,-5%,-3%,0%
c1ccc2[nH]c(SCc3cn4cccnc4n3)nc2c1,-5%,17%,-4%,13%,?,6%,2%,5%
c1ccc2c(c1)CCCn1nnnc1-2,-1%,i,8%,-2%,1%,-11%,0%,-2%
CC1CCN(C(=O)c2ccc(S(=O)(=O)Cc3ccccc3F)c([N+](=O)[O-])c2)CC1,-8%,2%,4%,-6%,-7%,-2%,1%,-12%
CCCCSc1[nH]c(=O)c(C(=O)OCC)cc1C#N,0%,7%,nt,-42%,-13%,8%,0%,-8%
CC(C)NC(=O)NC(=O)COC(=O)/C=C/c1ccccc1[N+](=O)[O-],9%,i,-1%,-2%,-2%,10%,-1%,4%
COC(=O)c1sc(SC)c(S(=O)(=O)C(C)C)c1N,-6%,i,-5%,4%,nt,3%,-2%,7%
CCCCOc1ccc(C(=O)Nn2c(-c3cccs3)nc3ccccc3c2=O)cc1,5%,i,-7%,-9%,?,-4%,1%,-3%
COc1ccc2cc(C(=O)Nc3ccc(Cl)cc3)sc(=O)c2c1OC,0%,?,0%,3%,0%,18%,4%,-7%
CCN(CC)C(=O)CSC1c2ccccc2C(=O)N1c1ccccc1 (stereo not drawn),-20%,i,9%,1%,0%,1%,2%,4%
Cc1c(NC(=O)CN2C(=O)c3cccc4cccc2c34)c(=O)n(-c2ccccc2)n1C,-2%,3%,-3%,-2%,-1%,2%,1%,12%
CC1(C)CC(=O)C(C(=O)c2ccccc2)C(=O)C1,-4%,i,2%,14%,12%,9%,-4%,0%
O=C(CCl)Nc1cccc(CP(=O)(c2ccccc2)c2ccccc2)c1,5%,-7%,4%,7%,nt,1%,0%,2%
Cc1cc(/C=C2\SC(=S)NC2=O)c(C)n1-c1cccc(O)c1,3%,-23%,-29%,-9%,-16%,32%[activator],-6%,-4%
Cc1ccc(-c2cc(C(=O)OCC(=O)Nc3cc(C)on3)c3ccccc3n2)c(C)c1,-3%,4%,nt,-3%,-1%,-2%,-2%,5%
COc1cc(CNCc2ccc(SC)cc2)cc(OC)c1,-4%,-11%,-8%,-2%,-2%,nt,-1%,-4%
COc1ccc(-c2cc(C(=O)NC(C(=O)O)C(C)C)c(C)o2)cc1OC (stereo not drawn),8%,-6%,-6%,-1%,-9%,-10%,-6%,1%
COc1cc2[nH]c(=O)n(CCCCCC(=O)N3CC=C(c4ccccc4)CC3)c(=O)c2cc1OC,2%,i,nt,2%,-14%,4%,1%,-21%
CCN(CC)CCN(Cc1cc2cc3c(cc2[nH]c1=O)OCO3)C(=S)NCc1ccco1,-1%,16%,0%,16%,12%,55%[activator],-2%,0%
Cc1ccc(C(O)P(=O)(OC(C)C)c2ccc(N(C)C)cc2)cc1 (stereo not drawn),10%,4%,5%,2%,nt,4%,-1%,-5%
CC(C)Cc1nnc(NC(=O)Cc2cccs2)s1,-11%,?,?,13%,-9%,157%[activator],1%[53 µM],16%[53 µM]
CCCCn1nc2cc(C(=O)NCc3cc(C(F)(F)F)cc(C(F)(F)F)c3)ccc2c1OCC,-4%,-18%,0%,-19%,-16%,3%,4%,-2%
Cn1nc(C(F)(F)F)cc1C(=O)O,-3%,-12%,3%,-7%,nt,-5%,-2%,-1%
CN(C)c1ccc(N/C=C/C(=O)c2ccccc2)cc1,5%,-2%,?,14µM*,-13%,68%[activator],45µM*[fluorescent],32µM*
COC(=O)CSc1nnc(C)n1-c1ccc(C)cc1,4%,-15%,nt,4%,1%,0%,-2%,5%
CC(C)NC(=S)NNc1nc2ccccc2s1,1%,-3%,-10%,?,-1%,-11%,0%,5%
O=C1CN(c2nc(-c3cccnc3)nc3scc(-c4ccccc4)c23)CCN1,3%,-1%,-1%,-10%,4%,18%,0%,2%
O=C(NCc1cccnc1)c1cc(-c2cccs2)on1,-9%,i,-1%,-1%,-1%,11%,-2%,4%
O=C(O)Cn1c(SCc2ccccc2)nc2ccccc21,-4%,i,nt,6%,-9%,2%,-6%,-3%
O=C(O)c1ccccc1NS(=O)(=O)c1cccc2cccnc12,0%,i,nt,2%,0%,0%,-1%,2%
CCc1ccc(NC(=O)CC2C(=O)NCCN2C(=S)Nc2ccccc2)cc1 (stereo not drawn),-5%,-5%,-5%,1%,-2%,-4%,1%,0%
COc1cccc(CN=c2c([N+](=O)[O-])nn(-c3ccccc3C)n2O)c1,-2%,-4%,nt,6%,0%,-2%,-5%,3%
Cc1ccc(-c2noc(CSc3nc(N)cc(N)n3)n2)cc1,-5%,-10%,0%,2%,0%,1%,0%,0%
O=C(NC1=NCCS1)C12CC3CC(C1)CC(C(=O)NC1=NCCS1)(C3)C2,-19%,-1%,-7%,3%,-2%,0%,-2%,-6%
CN(C)S(=O)(=O)c1cccc(NC(=O)c2cc3ccccc3o2)c1,2%,i,nt,0%,-7%,-5%,-2%,-8%
CCCS(=O)(=O)N1CCN(Cc2ccco2)CC1,-3%,-10%,-9%,4%,-3%,-5%,-4%,-5%
CCN(CC)c1ccc(NC(=O)COC(=O)CCC(=O)c2ccc(F)cc2)cc1,0%,i,nt,-6%,?,-26%,3%,-1%
COc1ccc(NC(=O)CSc2nnc(-c3ccccc3Cl)n2Cc2ccco2)c(OC)c1,4%,-3%,-23%,-7%,-5%,nt,1%,12%
O=C1NC(=S)S/C1=C\c1coc2ccccc2c1=O,-4%,20µM*,2%,7%,-2%,20%,14%,-23%
COc1ccc2c(c1)S(=O)(=O)c1ccccc1N2,-2%,-4%,3%,2%,nt,2%,1%,9%
COc1ccc(CONS(=O)(=O)c2ccc(NC(C)=O)cc2)cc1Cl,-1%,-3%,7%,0%,9%,1%,1%,-7%
CCOC(=O)c1ccc2[nH]c(C)c(CCC(C)=O)c(=O)c2c1,-5%,3%,-3%,-8%,-7%,-18%,-1%,0%
CCCN(CCC)C(=O)CC(c1ccccc1)c1cc(C)ccc1O (stereo not drawn),-1%,-7%,nt,?,-11%,-3%,-3%,4%
COc1ccccc1NCC(=O)Nc1cc(S(=O)(=O)N2CCOCC2)ccc1N1CCOCC1,5%,0%,4%,6%,-9%,7%,-1%,0%
O=S(=O)(c1ccc2c(c1)OCCO2)N1CCC(n2nnc3cc(F)ccc32)CC1,-16%,0%,14%,-16%,-12%,5%,-4%,-4%
COc1ccc(C2CC(c3ccccc3)=NN2c2ccc(/C=N/NC(=O)c3ccncc3)cc2)cc1 (stereo not drawn),2%,-1%,-20%,-11%,-10%,11%,-3%,1%
COc1cccc(C2/C(=C(/O)c3ccccc3)C(=O)C(=O)N2Cc2ccco2)c1 (stereo not drawn),2%,2%,-19%,3%,nt,-41%,3%,-10%
Cc1ccc2c(c1)C=CC(C)(C)S2(=O)=O,-10%,-5%,2%,9%,0%,-4%,-3%,0%
Cc1cc(NC(=S)NC(=O)c2ccccc2)ccc1-c1cc2ccccc2oc1=O,-5%,12%,-4%,-3%,2%,5%,0%,-4%
COc1ccc(S(=O)(=O)N(CCc2ccccc2)CC(N)=O)cc1,1%,i,21%,-11%,-8%,5%,-3%,3%
COc1ccc(-c2[nH]ncc2CN2CCC(N3CCSCC3)CC2)cc1F,-2%,-8%,5%,3%,2%,17%,0%[53 µM],0%[53 µM]
CC1(c2ccc(OC(F)F)cc2)NC(=O)N(CC(=O)Nc2cccc(S(N)(=O)=O)c2)C1=O (stereo not drawn),-3%,i,nt,0%,nt,1%,-1%,3%
CSC(=S)N/N=C/c1ccccc1,-4%,-10%,-29%,-19%,-5%,9%,4%,-3%
CCN(CC)S(=O)(=O)c1ccc(NC(=O)CSc2cccc[n+]2[O-])cc1,-13%,-3%,nt,4%,1%,-29%,0%,-12%
